Source: PubChem (National Center for Advancing Translational Sciences (NCATS))
FBPA Giardia inh: inhibitors of Giardia lamblia fructose-1,6-bisphosphate aldolase; A8B2U2; purified Giardia FBPA; Potency, µM (series often up to 59.6 µM), without a hit: top-dose activity, negative = inhibition, hits mostly inhibitors; 0.71% of 290,000 active; AID 2451; note: potency is the fitted concentration of half-maximal effect; nearly all actives have a fitted effect of over 55% in size
Target sequence (A8B2U2 whole entry, looked up): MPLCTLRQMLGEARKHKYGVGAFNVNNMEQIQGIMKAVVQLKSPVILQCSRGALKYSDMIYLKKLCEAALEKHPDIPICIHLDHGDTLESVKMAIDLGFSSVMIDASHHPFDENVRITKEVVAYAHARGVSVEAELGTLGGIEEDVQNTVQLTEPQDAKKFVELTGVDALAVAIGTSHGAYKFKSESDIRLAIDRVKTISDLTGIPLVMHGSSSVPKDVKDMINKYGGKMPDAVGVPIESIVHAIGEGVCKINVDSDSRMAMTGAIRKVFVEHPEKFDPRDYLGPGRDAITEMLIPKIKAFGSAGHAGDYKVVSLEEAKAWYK
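Giardia FBPA (40 nM reagent) was preincubated 10 min at RT with compound (up to 57.5 uM final), then substrate plus GAPDH/TPI/NAD/arsenate coupling system with diaphorase/resazurin was added; resorufin fluorescence (525/598 nm) was read after 20 min.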
HCMV antiviral: blocks human cytomegalovirus replication. HFF cells, HCMV-luciferase reporter, 72 h; active compounds read low. activity change, negative = inhibition, % at 57.5 µM. 4.5% of 410,000 active; in the data active = activity change below about -60%; inconclusive = no clear call, values can overlap the other calls; inactive = above about -39%
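Screen run at 2 compound doses on HFFs infected with reporter HCMV, MOI 1 PFU/cell. Luciferase activity from cell lysates at 72 h post infection gave inhibition relative to buffer-only and Salinomycin wells.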
AmpC inh no detg: blocks E. coli AmpC beta-lactamase in detergent-free assay; P00811; AmpC nitrocefin hydrolysis, absorbance 480 nm, 0.0001% Triton; Potency, µM (highest dose often 57.1 µM), inactives show at the top dose activity change, negative = inhibition, usual class: inhibitors; 0.52% of 330,000 active; AID 485341;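 note: potency is the fitted concentration of half-maximal effect; plate controls were no compound for no effect and no enzyme for full effect; nearly all actives have a fitted effect of over 20% in size; some results filed as inactive show a strong effect at the top dose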
Target sequence (P00811 whole entry, looked up): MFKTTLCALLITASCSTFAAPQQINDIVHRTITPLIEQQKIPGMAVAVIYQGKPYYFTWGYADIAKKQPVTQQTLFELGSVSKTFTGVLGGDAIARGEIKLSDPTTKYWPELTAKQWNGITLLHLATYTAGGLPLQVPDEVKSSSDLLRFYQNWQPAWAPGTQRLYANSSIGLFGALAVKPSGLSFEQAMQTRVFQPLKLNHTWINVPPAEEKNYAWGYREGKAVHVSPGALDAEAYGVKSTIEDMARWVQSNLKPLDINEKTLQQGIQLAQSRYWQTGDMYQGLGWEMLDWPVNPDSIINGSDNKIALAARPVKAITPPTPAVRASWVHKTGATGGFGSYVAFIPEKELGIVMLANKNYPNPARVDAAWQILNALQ
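20 mM phosphate pH 7.0 + 0.01% (detergent screen) or 0.0001% Triton X-100; 5.3 nM AmpC reagent; cpd preinc 15 min RT; nitrocefin (800 uM stock) to start; A480 q20 s × 4 min; Activity was normalised to no-enzyme and no-compound control wells.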
AMA1 RON2 block: AMA1-RON2 (P. falciparum) interaction inhibition; AlphaScreen AMA1-biotinylated RON2 peptide binding; Potency, µM (series often up to 58.2 µM), without a hit: at the highest dose activity change, negative = inhibition, most hits filed as inhibitors; 0.2% of 360,000 active; AID 720542;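 note: potency is the fitted concentration of half-maximal effect; 0% = vehicle wells and -100% = peptide control; nearly all actives have a fitted effect of over 45% in size; some results filed as inactive show a strong effect at the top dose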
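AMA1 (3D7) with his tag at 25 nM final met compounds first, then biotinylated RON2 peptide at 25 nM; detection used donor plus acceptor beads, 10 µg/mL apiece, read by AlphaScreen after 30 min at room temperature.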
AmpC inh detg: blocks E. coli AmpC beta-lactamase in detergent assay; Potency, µM (doses to about 114 µM), for inactives: at the top dose activity change, negative = inhibition, usual class: inhibitors; P00811; AmpC hydrolysis of nitrocefin, absorbance 480 nm, 0.01% Triton; 0.041% of 370,000 active;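 note: potency is the fitted concentration of half-maximal effect; 0% = no-compound wells and -100% = no-enzyme wells; nearly all actives have a fitted effect of over 25% in size; some results filed as inactive show a strong effect at the top dose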
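20 mM phosphate pH 7.0 + 0.01% (detergent screen) or 0.0001% Triton X-100; 5.3 nM AmpC reagent; cpd preinc 15 min RT; nitrocefin (800 uM stock) to start; A480 q20 s × 4 min; Activity was normalised to no-enzyme and no-compound control wells.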
Sm TGR block: S. mansoni TGR enzyme inhibition. Q962Y6. purified TGR, DTNB reduction, TNB absorbance 405 nm. Potency, µM (top dose mostly 114 µM), without a hit: at the highest dose activity change, negative = inhibition, hits mostly inhibitors. 3% of 360,000 active. AID 485364; note: potency is the fitted concentration of half-maximal effect; nearly all actives have a fitted effect of over 60% in size
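TGR 20 nM + NADPH 100 uM (dispensed conc.), cpd preinc 15 min RT; start with NADPH (500 uM addition) then DTNB (15 mM addition). Kinetic TNB absorbance, 405 nm filter. Four-parameter Hill fit across titration.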
Active calls of the source: *; ? = inconclusive; / = no result given; & = joins results of further samples; [ ] = remark or other dose. Unless noted, calls come from the whole dose curve; as a rule, active = well fitted curve in the direction sought with a large enough effect; inconclusive = small, poorly fitted or top-dose-only effect, or another doubt; inactive = no such curve, though single readings can be large; an effect the other way counts as inactive or inconclusive. Unless noted, % is set by controls: 0 for no effect and ±100 for the full control effect.

SMILES | FBPA Giardia inh | HCMV antiviral | AmpC inh no detg | AMA1 RON2 block | AmpC inh detg | Sm TGR block
Cc1ccc(N=C(N(C)C)P(=O)(N(C)C)N(C)C)cc1 | -4% | -7 | -26%[11.4 µM] | 5% | ? | 9%
COCCn1c(NCc2ccccc2)nc2c1c(=O)[nH]c(=O)n2C | 2% | 58 | 2% | -5% | -12% | -4%
NC(=O)c1ccccc1NC(=O)/C=C/c1ccc(Cl)cc1 | 7% | 21 | -41% | -2% | 0% | 1%
N#Cc1ncc(C(F)(F)F)cc1Sc1ccccc1N | 1% | 30 | -19% | 0% | 4% | -1%
CCOc1[nH]n(-c2ccc(Cl)cc2)c(=O)c1C=Nc1ccc(C)cc1 | 10% | / | -14% | / | -8% | 0%
O=[N+]([O-])c1ccc(N=Nc2ccc(O)cc2O)cc1 | 0% | -99* | -40% | 15% | ? | -3%
COc1ccc(S(=O)(=O)N2CCC(C(=O)NCCC(=O)NC3CC3)CC2)cc1 | 8% | -18 | 4% | 6% | -9% | 2%
O=C(NC1CCCCC1)C1CCN(S(=O)(=O)c2cccc3cccnc23)CC1 | 3% | 27 | -12% | 1% | -1% | 5%
O=C(O)c1ccc(-c2ccc(Cl)cc2Cl)o1 | ? | 10 | -10% | -5% | 1% | -19%
Cc1ccc(/C=N/N2CCN(Cc3ccccc3)CC2)cc1 | 8% | 23 | -1% | 13µM* | -2% | 56%
CCOC(=O)CS(=O)(=O)c1nc(-c2ccccc2)cc(C(F)(F)F)n1 | 10% | -103* | -2% | 6% | -7% | ?
O=C(CN1C(=O)CCSc2ccccc21)Nc1ccc2c(c1)OCCO2 | 15% | 25 | -5% | 2% | -10% | 20%
O=C(CN1C(=O)c2cccc3cccc(c23)C1=O)N1CCCCC1 | 3% | -11 | -55% | 4%[2.32 µM] | -3% | -1%
COc1ccc(NS(=O)(=O)c2csc(C(=O)Nc3ccccc3)c2)cc1 | 1% | ? | -28% | -7% | 8% | 0%
C/C=C/c1ccc(OCC(O)CN(C)Cc2ccc(SC)cc2)c(OC)c1 (centres undefined) | ? | -102* | 149%[activator] | ? | 1% | -33%
Cc1[nH]c2ccc(C(=O)OC(C)C(=O)NC3CCCCC3C)cc2c1C (centres undefined) | / | -36 | 0% | -4% | -2% | 6%
O=C(CSc1nc(-c2ccccc2)cn1-c1ccccc1)Nc1ccccc1 | / | -5 | / | / | 1% | -5%
COc1ccccc1-c1oc2ccccc2c1-c1ccccc1OC | / | 0 | -26% | 4% | / | /
COc1cc(/C=N/Nc2ccc(S(N)(=O)=O)cc2[N+](=O)[O-])cc(OC)c1O | -1% | 21 | -54% | -7% | -12% | 1%
Cc1ccc(-n2ccnc(SCC(=O)NCCc3ccccc3)c2=O)cc1F | / | -16 | -7% | 14% | -19% | 2%
O=C(O)C1CN(c2ncccc2[N+](=O)[O-])C1 | 2% | -18 | -41% | -15% | -12% | 0%
Cc1ccc(OC(C)C(=O)O)cc1C (centres undefined) | 7% | -19 | -12% | -5% | ? | -1%
CC(=O)Nc1ccc(NC(=O)CCc2c(C)noc2C)cc1 | / | -19 | -4% | 7% | 0% | -3%
COc1ccc(OC)c(-n2cnc3cc(C(=O)NCCc4ccccc4)ccc32)c1 | / | 22 | / | / | -2% | 8%
O=C(Nc1nccs1)c1ccc(Cl)c(S(=O)(=O)N2CCCCC2)c1 | 9% | -28 | / | 14% | 0% | 6%
More records follow.
SMILES | FBPA Giardia inh | HCMV antiviral | AmpC inh no detg | AMA1 RON2 block | AmpC inh detg | Sm TGR block
O=C(O)COCC(=O)NC1CCN(Cc2ccccc2)CC1 | 8% | 1 | -10% | -6% | -6% | 5%
Cc1[nH]c2ccccc2c1N=Nc1ccc(F)cc1 | -1% | -31 | -45% | ? | 10% | 5%
CC(CCc1ccccc1)NC(=O)/C=C/c1ccccc1 (centres undefined) | -9% | 90 | -20% | 15% | 1% | 11%
Cc1ccc(NC(=O)N2CCN(c3ncccc3C(F)(F)F)CC2)cc1 | -5% | -2 | -5% | -6% | -5% | 5%
COC(=O)Cc1c(O)ccn(Cc2ccc(OC)c(OC)c2)c1=O | -3% | ? | -9% | -18% | 0% | /
COCC(C)n1c(C)cc(C(=O)CSc2nnnn2-c2ccc(O)cc2)c1C (centres undefined) | -2% | -27 | -34% | -12% | 4% | -27%
C=CCn1c(-c2cccc(OC)c2)n[nH]c1=S | -16% | ? | -13% | 36%[activator] | -4% | -5%
Nc1ccc2nc(CCCO)[nH]c2c1 | ? | -26 | -3% | -9% | -1% | -12%
Cc1cc(NC(=O)CSc2nnc(-c3ccc(S(=O)(=O)N4CCCC4)cc3)n2C)no1 | -1% | -22 | 6% | -3% | ? | 1%
COC(=O)c1ccccc1NC(=O)CSc1nnnn1-c1ccc(C)cc1C | 4% | -37 | -19% | -1% | 3% | 17%
CCOC(=O)N1CCC(NC(=O)c2ccc3c(c2)N(Cc2ccc(F)cc2)C(=O)c2ccccc2S3=O)CC1 (centres undefined) | / | -21 | / | / | -10% | -11%
Cc1cc(C)c(NC(=O)CN(C)CC(=O)Nc2cccc(S(=O)(=O)N(C)c3ccccc3)c2)c(C)c1 | / | ? | 93%[activator] | -17% | / | /
CC(C)NC(=O)N(C)C[C@H]1Oc2c(NC(=O)C3CC3)cccc2C(=O)N([C@H](C)CO)C[C@@H]1C | / | ? | -25% | 0% | / | /
CCc1ccc(/C=C/C(=O)c2ccc(S(=O)(=O)N(C)C)cc2)cc1 | 2% | -17 | -5% | -1% | -12% | -9%
C=CCNC(=O)CC(=O)N/N=C/c1cccc(C)c1 | 5% | -26 | -9% | 7% | -8% | 0%
COCCCNC(=O)C1CC(=O)N(C2CCCC2)C1 (centres undefined) | 0% | 45 | -17% | 0% | -2% | 5%
O=C(CSc1ncc(-c2ccccc2)[nH]1)Nc1ccccc1 | -6% | ? | -15% | -1% | 14%&-12% | -3%&3%
Cc1c(Cc2ccccc2)sc(NC(=O)/C=C/c2cccc3ccccc23)c1C(N)=O | -1% | -29 | -44% | 22% | 1% | -25%
CCOC(=O)Cc1csc2nc3sc(C)c(C)c3c(=O)n12 | 1% | -2 | ? | -5% | 0% | -6%
COCCCNC(=O)Cn1cnc(C(=O)Nc2ccc(C)c(C)c2)n1 | / | 44 | -4% | -6% | / | /
Cc1noc(C)c1S(=O)(=O)Nc1ccc(C(C)C)cc1 | -3% | 2 | -17% | 0% | ? | -6%
CCOc1ccc(/C=C/C(=O)Oc2ccccc2)cc1 | 8% | 18 | -1% | -22% | -10% | -18%
Cc1c(NC(=O)c2cc(-n3cnnc3)ccc2Cl)cccc1-c1nc2ccccc2s1 | 11% | 9 | 112%[activator] | -2% | 9% | 2%
COc1ccc(CNC(=O)C2CCCN2C)cc1OC (centres undefined) | 3% | ? | -19% | 0% | -12% | 6%
C=CCNC(=O)C(=O)NCC1CCCN1S(=O)(=O)c1cccs1 (centres undefined) | / | -8 | -7% | -4% | -3% | 3%

Profiles, looked up by structure. Screens in order: FBPA Giardia inh, HCMV antiviral, AmpC inh no detg, AMA1 RON2 block, AmpC inh detg, Sm TGR block
Listed for `O=C(O)COCC(=O)NC1CCN(Cc2ccccc2)CC1` : 8%, 1, -10%, -6%, -6%, 5%
Listed for `Cc1c(Cc2ccccc2)sc(NC(=O)/C=C/c2cccc3ccccc23)c1C(N)=O` : -1%, -29, -44%, 22%, 1%, -25%

Continuation:
SMILES | FBPA Giardia inh | HCMV antiviral | AmpC inh no detg | AMA1 RON2 block | AmpC inh detg | Sm TGR block
COc1ccc(-c2nnc(SCC(=O)Nc3ccc(Cl)cc3)s2)cc1 | / | 24 | / | / | 1% | 0%
Nc1ncc(CN2CCCC(C(=O)Nc3ccc(-c4ccco4)cc3)C2)cn1 (centres undefined) | / | -35 | 30% | -12% | -5% | -31%
CCN1CCN(c2csc3ccc(Cl)cc3c2=O)CC1 | / | 30 | / | / | -2% | -23%
Cc1ccc[n+](CC(=O)Nc2ccc(Cl)c([N+](=O)[O-])c2)c1 | 18% | 65 | 2% | -2% | -5% | -5%
Cc1cc([N+](=O)[O-])cc(/C=N/n2c(C)nc3ccccc3c2=O)c1O | 13% | 16 | -50% | ? | -3% | -6%
Cn1cccc1C(=O)C(=O)Nc1cccc(Cl)c1Cl | 4% | 156 | 1% | 3% | ? | 2%
CCCCNC(=O)c1nn(-c2ccc(C)cc2)c(=O)n(C)c1=O | / | -11 | / | / | 2% | 6%
Cc1ccc(C)c(NC(=O)COC(=O)CC2c3ccccc3CCN2S(=O)(=O)c2ccc(F)cc2)c1 (centres undefined) | -5% | / | -5% | 72%[activator] | -8% | 7%
Cn1cc(SCC(=O)Nc2nc3ccccc3s2)c2ccccc21 | -12% | 72 | -50% | 0% | 2% | -7%
COC(=O)c1ccc(CSc2nc3ccc(Cl)cc3[nH]2)o1 | -17% | 6 | -31% | -14% | -4% | ?

Molecules shown so far containing an aryl methoxy group (10):
SMILES | FBPA Giardia inh | HCMV antiviral | AmpC inh no detg | AMA1 RON2 block | AmpC inh detg | Sm TGR block
COc1ccc(S(=O)(=O)N2CCC(C(=O)NCCC(=O)NC3CC3)CC2)cc1 | 8% | -18 | 4% | 6% | -9% | 2%
COc1ccc(NS(=O)(=O)c2csc(C(=O)Nc3ccccc3)c2)cc1 | 1% | ? | -28% | -7% | 8% | 0%
C/C=C/c1ccc(OCC(O)CN(C)Cc2ccc(SC)cc2)c(OC)c1 (centres undefined) | ? | -102* | 149%[activator] | ? | 1% | -33%
COc1ccccc1-c1oc2ccccc2c1-c1ccccc1OC | / | 0 | -26% | 4% | / | /
COc1cc(/C=N/Nc2ccc(S(N)(=O)=O)cc2[N+](=O)[O-])cc(OC)c1O | -1% | 21 | -54% | -7% | -12% | 1%
COc1ccc(OC)c(-n2cnc3cc(C(=O)NCCc4ccccc4)ccc32)c1 | / | 22 | / | / | -2% | 8%
COC(=O)Cc1c(O)ccn(Cc2ccc(OC)c(OC)c2)c1=O | -3% | ? | -9% | -18% | 0% | /
C=CCn1c(-c2cccc(OC)c2)n[nH]c1=S | -16% | ? | -13% | 36%[activator] | -4% | -5%
COc1ccc(CNC(=O)C2CCCN2C)cc1OC (centres undefined) | 3% | ? | -19% | 0% | -12% | 6%
COc1ccc(-c2nnc(SCC(=O)Nc3ccc(Cl)cc3)s2)cc1 | / | 24 | / | / | 1% | 0%
